TNAP inh no acc – TNAP (human) inhibition, acceptor-free conditions; P05186; purified TNAP, CDP-star luminescence, 30 min; AID 1012; inhibition, % at 20 µM; 200,000 tested, 0.26% active;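 active = tissue-nonspecific alkaline phosphatase inhibition above about 50% at 20 µM in the single-dose screen, limit read from the data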;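 note: 0% = DMSO negative control and 100% = EDTA positive control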
Diaphorase act – counter-screen for diaphorase-based assays: diaphorase activators and chemical reducers. Diaphorase/resazurin coupled assay, resorufin fluorescence, 16 min; stronger effect = higher value; 1 = vehicle wells, 0 = NADH-free wells. activation factor at 20 µM. 190,000 tested, 0.005% active;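 active = diaphorase activity raised at least twofold by the compound at 20 µM; inactive = activation factor below 2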
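Material: purified diaphorase enzyme from Clostridium kluyveri; Also added: 0.114 mM NADH and 0.1 mM resazurin, final amounts; Doses: single compound dose of 20 µM, 1% DMSO final; Times: 16 min enzyme reaction, ambient temperature; Detection: resorufin fluorescence, excitation 544 nm, emission 590 nm; Measure: increased resorufin signal from activators or reducing compounds.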
TNAP inh hi DEA – blocks human TNAP under high phosphate acceptor concentration. P05186. purified TNAP, CDP-star luminescence, 1 M DEA. inhibition, % at 20 µM. 200,000 tested, 0.03% active;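 active = over 50% inhibition of tissue-nonspecific alkaline phosphatase at 20 µM in the single-dose screen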;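 note: plate controls were DMSO wells for no effect and EDTA-quenched wells as full inhibition for full effect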
Diaph inh CS – counter-screen for diaphorase-based assays: diaphorase inhibitors and chemical oxidizers | diaphorase resazurin-to-resorufin fluorescence, NADH, 16 min; bacterial (C. kluyveri) enzyme, not human | inhibition, % at 20 µM | 190,000 tested, 0.69% active;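 active = primary screen inhibition at 20 µM above a set limit, cut at about 50% in these data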;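 note: plate controls were DMSO with full reaction for no effect and wells lacking NADH for full effect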
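material = Clostridium kluyveri diaphorase enzyme | amount = 0.14 U/mL diaphorase, enzyme working solution | schedule = incubation 16 min, room temperature | detection = fluorescence of resorufin formed from resazurin, Ex 544/Em 590 nm | benchmarks = positive control minus NADH, DMSO neutral control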
PMI act satM6P – activators of human phosphomannose isomerase at near-saturating mannose 6-phosphate; 190,000 tested, 0.34% active; coupled PMI enzyme assay, resazurin fluorescence, 20 min; stronger effect = higher value; 1 = untreated enzyme, 0 = substrate-free blank; AID 1216; activation factor at 20 µM;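 active = activation factor of 2 or more at 20 µM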
Target sequence (P34949 whole entry, looked up): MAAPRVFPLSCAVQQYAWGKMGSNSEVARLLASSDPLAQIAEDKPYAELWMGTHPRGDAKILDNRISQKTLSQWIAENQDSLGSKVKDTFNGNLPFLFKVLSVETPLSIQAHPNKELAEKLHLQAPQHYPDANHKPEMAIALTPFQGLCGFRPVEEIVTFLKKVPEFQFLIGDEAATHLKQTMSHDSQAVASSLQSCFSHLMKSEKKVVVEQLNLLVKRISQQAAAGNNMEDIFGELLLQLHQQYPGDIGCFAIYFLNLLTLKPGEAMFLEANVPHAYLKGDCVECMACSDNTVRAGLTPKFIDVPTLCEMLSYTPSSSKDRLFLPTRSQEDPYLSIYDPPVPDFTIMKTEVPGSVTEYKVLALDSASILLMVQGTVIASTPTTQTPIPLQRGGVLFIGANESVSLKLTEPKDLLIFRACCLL
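Test system: human phosphomannose isomerase with PGI, G6PDH, diaphorase coupling enzymes; Amount: PMI at 15 ng/mL final; Reagent: Mannose-6-phosphate 1.0 mM (near-saturating) plus 0.22 mM NADP+; Timing: 20 min, room temperature; Technique: resorufin fluorescence at Ex 544/Em 590 nm; Dosing: 20 µM single dose.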
PMI activator – activators of human phosphomannose isomerase; purified human PMI, coupled resazurin fluorescence, 20 min; stronger effect = higher value; 1 = vehicle control, 0 substrate-free wells; activation factor at 20 µM; 190,000 tested, 0.005% active;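 active = activation factor of 2 or more at 20 µM, relative to plate controls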
FLuc stim CS – firefly luciferase counter-screen for stimulation assays | activation factor at 10 µM | ATPlite luciferase biochemical, luminescence, 10 min; 0 = ATP-free wells, 1 = DMSO control | 200,000 tested, under 10 active | P08659;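 active = luciferase activation factor, scaled between plate controls, of at least 2 with compound at 10 µM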
Target sequence (P08659 whole entry, looked up): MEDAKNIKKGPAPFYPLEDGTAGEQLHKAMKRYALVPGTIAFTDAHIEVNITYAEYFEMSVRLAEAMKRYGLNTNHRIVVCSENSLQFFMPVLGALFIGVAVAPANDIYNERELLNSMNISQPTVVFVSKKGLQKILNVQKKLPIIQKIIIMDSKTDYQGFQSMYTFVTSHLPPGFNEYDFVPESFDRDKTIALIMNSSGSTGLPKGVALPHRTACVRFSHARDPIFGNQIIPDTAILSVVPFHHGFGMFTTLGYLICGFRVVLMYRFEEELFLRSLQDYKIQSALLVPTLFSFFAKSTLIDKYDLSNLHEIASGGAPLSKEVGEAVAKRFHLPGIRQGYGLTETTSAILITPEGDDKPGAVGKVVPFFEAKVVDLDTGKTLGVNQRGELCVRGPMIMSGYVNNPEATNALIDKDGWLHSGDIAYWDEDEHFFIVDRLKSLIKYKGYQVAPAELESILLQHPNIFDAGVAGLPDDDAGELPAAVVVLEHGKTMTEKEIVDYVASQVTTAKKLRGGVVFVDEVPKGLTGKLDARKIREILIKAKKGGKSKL
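assay system = Luciferase/luciferin detection reagent, cell-free biochemical luciferase assay | also added = ATP substrate | times = 10 min post-reagent at room temperature | measured by = luminescence from luciferase reaction | measure = luciferase activation, seen as luminescence increase over controls | benchmarks = low control with PBS replacing ATP, high control enzyme plus ATP without compound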
TNAP act hi DEA – activators of human TNAP at high phosphate acceptor concentration; purified TNAP, CDP-star luminescence, 1 M DEA, 30 min; stronger effect = higher value; 0 = EDTA background, 1 = DMSO-only activity; 200,000 tested, under 10 active; activation factor at 20 µM; P05186;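 active = activation factor at least 2 at 20 µM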
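Test system – human TNAP · Doses – 20 µM single point · Incubation – 30 min, room temperature · Signal – luminescent substrate turnover signal · Read-out basis – activation factor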
HMGR II inh – blocks class II HMG-CoA reductase of Enterococcus faecalis; purified E. faecalis HMGR, NADPH absorbance 340 nm kinetic; inhibition, % at 10 µM; 190,000 tested, 0.41% active; AID 1066;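 active = inhibition above a set limit, the median over all tested compounds plus 3 SD, cut at about 9.5% in these data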;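 note: enzyme runs in reverse so mevalonate oxidation gives rising NADPH absorbance; 0% = complete reaction with DMSO and 100% = background rate lacking mevalonate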
G6PDH counter – counter-screen for G6PDH assay hits: L. mesenteroides G6PDH inhibition | Purified L. mesenteroides G6PDH, diaphorase/resazurin coupled fluorescence, 45 min | 200,000 tested, 0.12% active | inhibition, % at 5 µM | AID 1020; in the data active = inhibition above about 50%
An asterisk follows results filed as active; . = not tested or not shown. Rows are unselected. About 1.7% of those tested had a hit in this group.

Below each compound – TNAP inh no acc	Diaphorase act	TNAP inh hi DEA	Diaph inh CS	PMI act satM6P	PMI activator	FLuc stim CS	TNAP act hi DEA	HMGR II inh	G6PDH counter
O=C(NCc1ccco1)Nc1ccc(Br)cc1
  -17	0.9	-3	9	1	1	1	1	-1	4
CC(=O)OCc1cc(-c2nn(C)c(=O)c3ccccc23)ccc1C
  -1	.	2	.	.	.	1	1	-2	2
CCOc1ccccc1C(=O)N[C@H](C(=O)Nc1nc2c(s1)CCCC2)C(C)C
  1	0.8	-4	21	0.8	0.9	1.1	1	-2	0
COc1cc(/C=N/NC(=O)C2C3CCCCC32C)cc(Br)c1O (stereo not drawn)
  1	0.9	3	9	0.8	0.9	1	1	-3	-12
O=C1NC(=O)C2(COC(c3ccncc3)OC2)S1 (stereo not drawn)
  -10	1	2	2	1	1.1	1	1	-1	9
S=C(NCCc1ccccc1)N1CCN(Cc2ccc(Cl)c(Cl)c2)CC1
  0	0.7	-8	27	0.9	0.8	1.1	1.1	-3	-8
COc1ccc2[nH]c(=O)c(CN(CC3CCCO3)C(=S)Nc3cccc(C)c3)cc2c1 (stereo not drawn)
  -2	1	-5	-2	1	0.9	1	1.1	-3	13
O=C(O)C1CCCCC1C(=O)NCCC(c1ccccc1)c1ccccc1 (stereo not drawn)
  0	0.9	-4	9	1.1	1.1	1.1	1	-2	10
CCC(Oc1nc2ccccc2nc1-c1ccccc1NC(C)=O)C(=O)c1ccccc1 (stereo not drawn)
  -6	0.9	4	8	1.1	1.1	1	1	-4	-1
CC1=CCC2([N+](=O)[O-])CN(CC(=O)O)CC1([N+](=O)[O-])C2 (stereo not drawn)
  -6	0.8	-7	16	0.9	0.9	1	1.1	0	10
O=C(CSc1nc2ccccc2o1)Nc1cc(C(F)(F)F)ccc1N1CCOCC1
  -5	1	-3	0	0.9	0.9	1.1	1	-1	17
Cc1ccccc1OCc1nc(-c2ccc(Br)o2)no1
  -17	0.8	-8	21	1	0.9	1	1.1	2	-4
Cc1ccc(C2=Nc3ccccc3N=C(c3ccco3)C2)c(O)c1
  4	0.9	-2	6	0.8	1	1	1	-1	16
COc1cccc(OCCSc2nc(N)cc(N)n2)c1
  -7	0.9	2	9	0.9	1	0.9	1	-3	0
COc1ccc(CSc2nnc(Cc3sc(-c4ccccc4)nc3-c3ccccc3)o2)cc1
  -8	0.8	-4	15	1	1	1	1	6	2
COc1ccccc1NC(=O)CCc1nc(-c2cccs2)no1
  -10	0.9	-3	11	1	1	1.1	1	1	3
CCOC(=O)CSc1nnc(-c2ccoc2C)n1-c1ccc(OCC)cc1
  5	0.7	-3	28	1	1	1	1	-5	6
O=C(NCCCCc1ccccc1)C1CC(c2ccccc2[N+](=O)[O-])=NO1 (stereo not drawn)
  -3	0.8	-2	17	0.9	0.8	1.1	1	-1	-1
CC(=O)Nc1ccc(S(=O)(=O)NCC2CCC(C(=O)NCc3ccccc3)CC2)cc1 (stereo not drawn)
  -17	1	-4	1	1	1.1	1	1	2	-4
O=C(c1cc(Br)c(Br)s1)N1CCN(C/C=C/c2ccccc2)CC1
  -5	0.8	-3	22	0.9	0.8	1	1	-1	5

Compounds listed so far with a nitro group on carbon, in the order listed:
Below each compound – TNAP inh no acc	Diaphorase act	TNAP inh hi DEA	Diaph inh CS	PMI act satM6P	PMI activator	FLuc stim CS	TNAP act hi DEA	HMGR II inh	G6PDH counter
CC1=CCC2([N+](=O)[O-])CN(CC(=O)O)CC1([N+](=O)[O-])C2 (stereo not drawn)
  -6	0.8	-7	16	0.9	0.9	1	1.1	0	10
O=C(NCCCCc1ccccc1)C1CC(c2ccccc2[N+](=O)[O-])=NO1 (stereo not drawn)
  -3	0.8	-2	17	0.9	0.8	1.1	1	-1	-1

(further entries)
Below each compound – TNAP inh no acc	Diaphorase act	TNAP inh hi DEA	Diaph inh CS	PMI act satM6P	PMI activator	FLuc stim CS	TNAP act hi DEA	HMGR II inh	G6PDH counter
Cc1c(C(=O)N/N=C/c2ccc(O)c(Br)c2)sc(N)c1C#N
  -3	0.9	-3	9	1	1.1	1	1	-7	-6
Cc1ccc2oc(=O)n(CC(=O)O)c2c1
  -20	0.8	-8	16	0.9	0.9	1	1.1	-5	13
COc1ccccc1OCCCn1c(C)c(C#N)c2ccccc21
  -12	0.7	-8	26	0.9	0.9	1.1	1.1	2	9
O=C(CCCn1c(=O)c2ccccc2n(Cc2ccccc2)c1=O)NCc1ccco1
  -22	1	-4	3	1	1	1	1	0	2
CSCCC(N=Cc1c(O)n(-c2ccc(F)cc2)c(=O)[nH]c1=O)C(=O)O (stereo not drawn)
  2	0.9	-5	12	1.1	1	1	1.1	-2	-1
Cc1cc(C)n(C(=O)CSc2nnc(SCC(=O)n3nc(C)cc3C)s2)n1
  -13	1	-2	-5	1.1	1.1	1	1	1	10
Cc1cccc2cc(-c3nc4c(C)cccn4c3NCc3ccco3)c(=O)[nH]c12
  -7	0.9	0	9	1	1	1.1	1	-5	1
N/C(Cc1ccc([N+](=O)[O-])cc1)=N\OC(=O)C1CCCCC1
  -1	.	-3	.	.	.	1	1	6	6
COc1ccc(NC(=O)CCNS(=O)(=O)c2cccc3nsnc23)cc1OC
  -7	1	-1	1	1.1	1.1	1	1	3	-2
CC1=Nc2ccccc2N=C(N)C1c1ccccc1 (stereo not drawn)
  -3	0.9	-6	13	0.9	1	1	1.1	0	-1
COc1ccc(CCNC(=O)CCN2C(=O)c3cccc4cccc(c34)C2=O)cc1OC
  -8	1	-7	4	1.1	1	1.1	1.1	-6	3
CCOCCCNC(=O)C1CCC(CNS(=O)(=O)c2ccc(F)cc2)CC1 (stereo not drawn)
  -10	1	-4	2	1	0.9	1.1	1	-12	1
C/C(=N\Oc1cccc(F)n1)c1ccc(Cl)cc1Cl
  -10	0.8	-4	17	0.9	0.8	1.1	1	-4	-5
CC(C)c1ccc(NC(=O)CSc2nc3c(c(=O)[nH]2)CCC3)cc1
  1	0.8	-3	18	0.8	0.8	1	1	-2	12
COc1cc(Cl)c(C)cc1NC(=S)NN
  -16	0.9	3	7	1	0.8	1	1	1	-4
CCN(CC)c1ccc2c(c1)oc(=O)c1c(Cl)cc(=O)oc12
  -23	0.8	-3	16	1.2	1.1	1	1	0	-37
Cc1cccc(N2CCc3c2nc2ccc(Br)cc2c3N)c1
  -4	0.2	4	78*	0.4	0.3	1.1	1	1	7
COc1ccc(CCNc2cc(C)nc3c(-c4ccccc4)c(C)nn23)cc1OC
  -20	0.8	-2	16	0.9	0.9	1.1	1	0	-18
CCOC(=O)C1(CCOc2ccccc2)CCN(Cc2ccc(NC(C)=O)cc2)CC1
  -2	1	-3	0	0.9	0.9	1	1	-6	10
CCOC(=O)c1sc(C)c2c1NC1(CCCCC1)NC2=O
  -6	1	-1	3	1	1	1	1	0	1

Next entries follow.
Below each compound – TNAP inh no acc	Diaphorase act	TNAP inh hi DEA	Diaph inh CS	PMI act satM6P	PMI activator	FLuc stim CS	TNAP act hi DEA	HMGR II inh	G6PDH counter
Cc1ccc(C(=O)CCNc2ccc(F)c(Cl)c2)o1
  -17	0.8	-7	18	0.9	0.9	1	1.1	3	-1
C/C(=N/NC(=O)c1ccc(NC(=O)c2ccc(F)cc2)cc1)c1ccccc1
  -9	1.1	-4	-13	1	1.1	1	1	-3	2
CC(C)n1cnnc1SCC(=O)Nc1ccc(Br)cc1F
  -12	1	-1	-3	1.2	1.3	1.1	1	-4	8
CCN(CC)c1ccc(/C=N/NC(=O)c2ccc([N+](=O)[O-])cc2)cc1
  5	1.2	9	-15	1.1	1	1	0.9	-1	9
COc1ccc2c(-c3ccccc3)cc(SC(C)C(N)=O)nc2c1 (stereo not drawn)
  -4	1.1	0	-7	1.9	1.6	1	1	0	2
N#CC1=C(N)N(c2ccccc2)C(c2ccccc2)C1(C#N)C#N (stereo not drawn)
  -6	0.8	-4	21	0.8	0.8	1	1	0	12
CCC(C)(C)NC(=O)C(Sc1ccccc1)c1ccccc1 (stereo not drawn)
  -12	0.9	-6	13	0.9	0.9	1	1.1	-5	2
COc1ccc(OC)c(/C=N/NC(=O)C(=O)NCc2cccnc2)c1
  -8	0.9	0	13	0.9	0.9	1	1	-3	9
COc1ccc(S(=O)(=O)Nc2c(C)n(C)n(-c3ccccc3)c2=O)cc1
  -9	0.9	-4	10	0.9	0.8	1	1	-6	9
Cc1ccccc1N1CCN(CCCN2C(=O)CC(=C(c3ccccc3)c3ccccc3)C2=O)CC1
  -10	0.8	-6	23	0.8	0.8	1	1.1	-2	19
C=CCc1ccc(OCCN2CCc3ccccc3C2)c(OC)c1
  -2	0.9	-1	6	0.9	1	1	1	1	6
CC(C)OC(=O)C(CC(=O)O)NCc1ccccc1 (stereo not drawn)
  -1	0.8	0	16	0.9	1	1.1	1	-4	7
COc1ccc(/C=N/OCC(=O)Nc2nc3ccccc3s2)cc1OC
  0	0.6	-2	45	0.9	0.8	1	1	-5	10
CC(C)(C)NC(=O)C(c1ccccc1)N(C(=O)C1CSC(=O)C1)c1ccccc1 (stereo not drawn)
  5	0.8	-4	20	0.8	0.9	1.1	1	-11	-11
COc1ccc(OCc2nnc3n2N=C(c2ccc(C)cc2)CS3)cc1
  10	0.9	-4	13	1	1	1.1	1	-4	7
COc1ccc(-n2c(SCC#N)nnc2-c2cccnc2)cc1
  -12	1	-4	0	1.1	1	1.1	1	-5	1
Cc1cc([N+](=O)[O-])nn1CC(=O)NCc1nc2ccccc2[nH]1
  -7	0.9	1	10	0.9	0.9	1	1	-6	0
O=C(NC1CCN(Cc2ccccc2)CC1)c1cc(Br)c(Br)[nH]1
  -8	1.1	-7	-6	1	1	1	1.1	0	8
CCOc1ccccc1NC(=O)CN(c1ccc(OC)cc1)S(=O)(=O)c1c(C)noc1C
  -9	0.8	-2	24	0.9	0.9	1.1	1	-5	5
O=C(NC1CCCCC1)c1ccc(N2CCCC2=O)cc1
  -14	0.9	-7	8	1	1	1	1.1	-1	5
COc1ccc(NC(=O)Nc2ccon2)c(OC)c1
  -5	0.8	-2	16	0.8	0.8	0.9	1	-1	9
COc1ccc(Nc2nc(N3CCCCC3)c3ccccc3n2)cc1
  -7	1	-4	-4	0.9	0.9	1	1	-1	20

Screening data as filed in PubChem.
